Bioassay records (PubChem)
HCV inh: qHTS Assay for Inhibitors of Hepatitis C Virus (HCV) | Huh7.5.1 HCVcc-Cre infection, luciferase reporter, 44 h | Potency, µM (highest dose often 41.8 µM), without a hit: at the top dose activity change, negative = inhibition, usual class: inhibitors | hit rate 3.4% among 340,000 | AID 651820, 2012; further: potency means the concentration at half of the fitted maximal effect
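A cell-based infection assay in which seeded cells (1,000 per well) receive test compound after 4 h, are inoculated with HCVcc-Cre at approximately 0.5 moi, and are incubated 44 h before luminescence detection.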
AmpC inh detg: qHTS Inhibitors of AmpC Beta-Lactamase (assay with detergent) | hit rate 0.041% among 370,000 | P00811 | AmpC hydrolysis of nitrocefin, absorbance 480 nm, 0.01% Triton | Potency, µM (doses to about 114 µM), without a hit: at the highest dose activity change, negative = inhibition, actives largely listed as inhibitors;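 further: potency means the concentration at half of the fitted maximal effect; 0% = no-compound wells and -100% = no-enzyme wells; nearly all actives have a fitted effect of over 25% in size; some results filed as inactive show a strong effect at the top dose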
Target sequence (P00811 whole entry, looked up): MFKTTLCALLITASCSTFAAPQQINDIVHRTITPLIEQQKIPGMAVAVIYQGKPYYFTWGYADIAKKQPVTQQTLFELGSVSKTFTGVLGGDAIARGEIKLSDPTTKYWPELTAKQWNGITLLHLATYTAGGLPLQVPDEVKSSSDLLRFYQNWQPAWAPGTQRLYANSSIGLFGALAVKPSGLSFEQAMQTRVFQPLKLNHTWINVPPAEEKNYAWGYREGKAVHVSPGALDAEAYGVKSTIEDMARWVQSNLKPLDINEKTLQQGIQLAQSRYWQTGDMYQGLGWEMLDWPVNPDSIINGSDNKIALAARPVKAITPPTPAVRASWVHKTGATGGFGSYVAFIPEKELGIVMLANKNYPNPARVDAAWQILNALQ
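20 mM phosphate pH 7.0 + 0.01% (detergent screen) or 0.0001% Triton X-100; 5.3 nM AmpC reagent; cpd preinc 15 min RT; nitrocefin (800 uM stock) to start; A480 q20 s × 4 min; Activity was normalised to no-enzyme and no-compound control wells.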
AMA1-RON2 inh: qHTS for Inhibitors of AMA1-RON; Towards Development of Antimalarial Drug Lead: Primary Screen; AlphaScreen AMA1-biotinylated RON2 peptide binding; Potency, µM (highest dose often 58.2 µM), without a hit: at the highest dose activity change, negative = inhibition, most hits filed as inhibitors; hit rate 0.2% among 360,000; AID 720542, 2013;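 further: potency means the concentration at half of the fitted maximal effect; 0% = vehicle wells and -100% = peptide control; nearly all actives have a fitted effect of over 45% in size; some results filed as inactive show a strong effect at the top dose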
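AMA1 (3D7) with his tag at 25 nM final met compounds first, then biotinylated RON2 peptide at 25 nM; detection used donor plus acceptor beads, 10 µg/mL apiece, read by AlphaScreen after 30 min at room temperature.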
HCMV antiviral: qHTS Assay for inhibitors of the human cytomegalovirus (HCMV). activity change, negative = inhibition, % at 57.5 µM. hit rate 4.5% among 410,000. HFF cells, HCMV-luciferase reporter, 72 h; active compounds read low; in the data active means activity change below about -60%; inconclusive means no clear call, values can overlap the other calls; inactive means above about -39%
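Steps: HFFs plated, 16 h 37C; compounds added; HCMV-luciferase added to MOI 1 PFU/cell; 72 h 37C; OneGlo reagent, 5 min room temperature; luminescence read, normalized to controls.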
FBPA Giardia inh: qHTS Assay for Inhibitors of Fructose-1,6-bisphosphate Aldolase from Giardia Lamblia | purified Giardia FBPA | hit rate 0.71% among 290,000 | Potency, µM (top dose mostly 59.6 µM), for inactives: top-dose activity, negative = inhibition, actives largely listed as inhibitors | A8B2U2; further: potency means the concentration at half of the fitted maximal effect; nearly all actives have a fitted effect of over 55% in size
Target sequence (A8B2U2 whole entry, looked up): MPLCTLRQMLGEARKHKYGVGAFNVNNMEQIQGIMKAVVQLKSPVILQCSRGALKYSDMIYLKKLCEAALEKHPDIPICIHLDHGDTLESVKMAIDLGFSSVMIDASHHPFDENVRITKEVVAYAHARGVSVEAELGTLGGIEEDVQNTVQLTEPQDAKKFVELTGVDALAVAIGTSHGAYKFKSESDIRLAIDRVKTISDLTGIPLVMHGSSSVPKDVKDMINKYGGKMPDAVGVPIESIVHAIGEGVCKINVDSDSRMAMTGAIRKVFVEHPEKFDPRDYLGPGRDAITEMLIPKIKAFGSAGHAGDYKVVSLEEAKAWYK
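Giardia FBPA (40 nM reagent) was preincubated 10 min at RT with compound (up to 57.5 uM final), then substrate plus GAPDH/TPI/NAD/arsenate coupling system with diaphorase/resazurin was added; resorufin fluorescence (525/598 nm) was read after 20 min.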
Sm TGR block: qHTS Assay for the Inhibitors of Schistosoma Mansoni Peroxiredoxins; purified TGR, DTNB reduction, TNB absorbance 405 nm; Schistosoma mansoni thioredoxin glutathione reductase (TGR), Q962Y6; Potency, µM (top dose mostly 114 µM), for inactives: at the highest dose activity change, negative = inhibition, usual class: inhibitors; AID 485364, 2010; hit rate 3% among 360,000; further: potency means the concentration at half of the fitted maximal effect; nearly all actives have a fitted effect of over 60% in size
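First, TGR (20 nM dispensed) and NADPH were mixed with compound. Second, a 15 min room-temperature incubation followed. Third, further NADPH and then DTNB were added to start the reaction. Finally, TNB absorbance was monitored kinetically.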
The depositor's hits bear a star; u = inconclusive; x = not tested or not shown; [ ] = remark or other dose. Unless noted, the call rests on the fitted dose curve; in most records, active means well fitted curve in the direction sought with a large enough effect; inconclusive means small, poorly fitted or top-dose-only effect, or another doubt; inactive means no such curve, though single readings can be large; an effect the other way counts as inactive or inconclusive. Unless noted, on the % scale 0 is the no-effect control and ±100 the full control effect. Compounds as they come. Share with any hit: about 9.3%.

canonical_smiles,HCV inh,AmpC inh detg,AMA1-RON2 inh,HCMV antiviral,FBPA Giardia inh,Sm TGR block
CCOc1ccccc1N1CC(C(=O)Nc2ccc3c(c2)OCCO3)CC1=O (configuration not stated),-13%,-3%,9%,72,-4%,-5%
Nc1ccc(C(=O)N2CCN(S(=O)(=O)c3ccc(Br)cc3)CC2)cc1[N+](=O)[O-],-17%,-16%,-2%,-61*,x,-11%
COC(CN(C)C(=O)c1cn(C)c2ccc(S(=O)(=O)N(C)C3CCCCC3)cc2c1=O)OC,-2%,2%,-11%,-2,x,-12%
COc1ccc(C(CC(=O)Nc2cc(OC)c(OC)c(OC)c2)N2Cc3ccccc3C2=O)cc1 (configuration not stated),x,2%,x,-6,x,0%
COCCNC(=O)c1ccc2c(c1)NC(=O)CS2,18%,-12%,1%,-11,0%,8%
CCOc1ccc(/C=N/NC(=O)Cc2csc(Nc3cccc(C(F)(F)F)c3)n2)cc1,u,1%,-4%,u,-12%,23%
Cc1csc(NC(=O)C2=COCCO2)n1,-13%,0%,3%,1,x,0%
COc1cccc2cc(C(N)=O)/c(=N/NC(=O)COc3ccc(Cl)cc3)oc12,11%,-3%,x,x,4%,-15%
N#Cc1c(N)nc(SCC(=O)C23CC4CC(CC(C4)C2)C3)c(C#N)c1-c1ccc(Cl)cc1,30%[activator],-11%,4%,-12,-1%,u
CC(=O)NNC(=S)NC(=O)c1ccc(C)cc1,7%,-6%,102%[activator],22,1%,13%
CCOC(=O)c1ccccc1NC(=O)Cn1c(=O)n(-c2ccc(CC)cc2)c(=O)c2c(C)c(C(=O)N(C)C)sc21,x,0%,x,u,x,-2%
COc1cc(NC(=S)N2CCCCC2C)c(OC)cc1Cl (configuration not stated),6%,u,9%,-19,0%,-1%
O=[N+]([O-])c1ccc(CSc2ccc(S(=O)(=O)N3CCOCC3)cn2)cc1,u,u,-7%,-28,x,13%
Cc1ccc(S(=O)(=O)NCC(c2ccc(N(C)C)cc2)N2CCc3ccccc32)cc1C (configuration not stated),x,19%,x,-20,x,-3%
CC(=O)c1ccc(C(=O)N(CCCN(C)C)c2nc3c(C)c(C)ccc3s2)cc1,x,1%,x,-4,x,-17%
O=CNc1ccccc1Oc1ccccc1,6%,8%,0%,13,-1%,5%
Cc1nonc1NC(=O)CSc1ccc(-c2ccccc2)nn1,-25%,0%,-1%,-37,1%,6%
O=C(CN1C(=O)C2C3CC(C(Br)C3Br)C2C1=O)N1CCN(Cc2ccccc2)CC1 (configuration not stated),14%,5%,-4%,28,-1%,7%
CCCNC(=O)C1(CC2CC(c3ccccc3)=NO2)CCN(C(=O)OC(C)(C)C)CC1 (configuration not stated),-4%,x,1%,23,x,x
COc1ccc(Cl)cc1-c1nc(SCC(=O)NCC2CCCO2)n[nH]1 (configuration not stated),-14%,-5%,31%[activator],u,x,-21%
O=C(NCc1ccccn1)c1nc(-c2cccs2)no1,7%,u,40%[activator],-29,-2%,46%[activator]
Cc1[nH]nc2c1/C(=N\O)CC(C)(C)C2,6%,0%,-1%,-22,0%,-30%
COCCNC(=O)c1c(-c2ccccc2)c(-c2ccccc2)nn(C)c1=O,x,13%,x,29,x,2%
COc1ccc(CCNC(=O)/C=C/c2ccc(S(=O)(=O)N3CCOCC3)cc2)cc1,-5%,0%,1%,34,x,-4%

5 entries drawn at random from the list so far, as already listed:
canonical_smiles,HCV inh,AmpC inh detg,AMA1-RON2 inh,HCMV antiviral,FBPA Giardia inh,Sm TGR block
COc1ccc(CCNC(=O)/C=C/c2ccc(S(=O)(=O)N3CCOCC3)cc2)cc1,-5%,0%,1%,34,x,-4%
Nc1ccc(C(=O)N2CCN(S(=O)(=O)c3ccc(Br)cc3)CC2)cc1[N+](=O)[O-],-17%,-16%,-2%,-61*,x,-11%
COC(CN(C)C(=O)c1cn(C)c2ccc(S(=O)(=O)N(C)C3CCCCC3)cc2c1=O)OC,-2%,2%,-11%,-2,x,-12%
CCOc1ccccc1N1CC(C(=O)Nc2ccc3c(c2)OCCO3)CC1=O (configuration not stated),-13%,-3%,9%,72,-4%,-5%
N#Cc1c(N)nc(SCC(=O)C23CC4CC(CC(C4)C2)C3)c(C#N)c1-c1ccc(Cl)cc1,30%[activator],-11%,4%,-12,-1%,u

(list continues)
canonical_smiles,HCV inh,AmpC inh detg,AMA1-RON2 inh,HCMV antiviral,FBPA Giardia inh,Sm TGR block
c1ccc(-c2nnc(SCc3cn4ccsc4n3)o2)cc1,-3%,-12%,-12%,64,17%,-3%
COCC1CCN(C(=O)C2CCC(=O)N(CCc3cccc(F)c3)C2)CC1 (configuration not stated),7%,-2%,9%,5,x,8%
CNC(=S)N(Cc1cccs1)Cc1cc2ccc(OC)cc2[nH]c1=O,0%,-9%,u,9,-10%,0%
O=C(O)c1cc(NC(=O)c2ccc([N+](=O)[O-])cc2)cc(NC(=O)c2ccc([N+](=O)[O-])cc2)c1,-5%,u,6%,-30,0%,-7%
CCc1ccc(NC(=O)c2ccc3c(=O)n4c(nc3c2)CCCCC4)cc1,10µM*,8%,-20%,-38,0%,5%
CCOC(=O)[C@@H]1[C@H]2COc3ccccc3[C@@H]2N2C(=O)N(c3ccc(OC)cc3)C(=O)[C@]12C,1%,x,-8%,0,x,x
CC(=O)c1sc(-c2ccc(F)cc2)cc1NS(=O)(=O)c1ccccc1,5%,5%,2%,-1,-3%,-21%
CN(C)S(=O)(=O)c1cccc(C(=O)NC2CCSc3ccccc32)c1 (configuration not stated),-4%,2%,-5%,-11,x,-5%
COC(=O)c1ccc(CS(=O)(=O)c2ccc(F)cc2)o1,6%,-14%,0%,-19,-5%,22µM*
Cc1cc(C)c(C)c(S(=O)(=O)NCc2ccncc2)c1C,7.1µM*,-9%,3%,-68*,-8%,5%
OC[C@@H](O)C1OC2NC(=S)OC2C1O (some centres not stated),0%,3%,20%,u,-1%,2%
CCC(Oc1ccc(Br)cc1Cl)C(=O)Nc1nnc(C2CC2)s1 (configuration not stated),-4%,11%,-2%,29,x,7%
CCCn1cnc2c(oc3ccccc32)c1=O,2%,-1%,8%,48,0%,-2%
COc1ccc(N2CCn3c2nc2c3c(=O)n(CCc3ccccc3)c(=O)n2C)c(OC)c1,x,-13%,x,x,15%,0%
COc1ccc(-c2nc3cnccn3c2Nc2ccc3c(c2)OCO3)cc1,-11%,u,u,52,0%,-18%
O=c1[nH]c(=O)n(Cc2ccc(F)cc2)c(O)c1C=NCCCn1ccnc1,7%,5%,5%,40,0%,-7%

7 entries from above, sorted by formula weight, lowest first:
canonical_smiles,HCV inh,AmpC inh detg,AMA1-RON2 inh,HCMV antiviral,FBPA Giardia inh,Sm TGR block
COC(=O)c1ccc(CS(=O)(=O)c2ccc(F)cc2)o1,6%,-14%,0%,-19,-5%,22µM*
Cc1cc(C)c(C)c(S(=O)(=O)NCc2ccncc2)c1C,7.1µM*,-9%,3%,-68*,-8%,5%
COc1ccc(-c2nc3cnccn3c2Nc2ccc3c(c2)OCO3)cc1,-11%,u,u,52,0%,-18%
CC(=O)c1sc(-c2ccc(F)cc2)cc1NS(=O)(=O)c1ccccc1,5%,5%,2%,-1,-3%,-21%
CN(C)S(=O)(=O)c1cccc(C(=O)NC2CCSc3ccccc32)c1 (configuration not stated),-4%,2%,-5%,-11,x,-5%
CCC(Oc1ccc(Br)cc1Cl)C(=O)Nc1nnc(C2CC2)s1 (configuration not stated),-4%,11%,-2%,29,x,7%
COc1ccc(N2CCn3c2nc2c3c(=O)n(CCc3ccccc3)c(=O)n2C)c(OC)c1,x,-13%,x,x,15%,0%

(list continues)
canonical_smiles,HCV inh,AmpC inh detg,AMA1-RON2 inh,HCMV antiviral,FBPA Giardia inh,Sm TGR block
COc1ccc(-n2c3c(cc(C(=O)NCC(=O)c4ccccc4)c2=O)C(=O)CC(C)(C)C3)cc1,8%,-5%,-23%,23,x,11%
CCN(CC)CCCn1c2c(c(SCC(=O)Nc3ccccc3Cl)nc1=O)CCC2,-21%,0%,16%,-33,x,-3%
Cc1c(C(=O)Nc2ccc(Cl)cc2)c2ccccn2c1C(=O)c1ccc([N+](=O)[O-])cc1,21%,-1%,24%,22,0%,4%
CCOC(=O)N1CCN(C(=O)c2ccc(CN(c3ccc(C)c(C)c3)S(C)(=O)=O)cc2)CC1,u,u,1%,-25,5%,u
Cc1ccc(-c2nn(-c3ccc(F)cc3)cc2C(=O)NCC2CCCO2)cc1 (configuration not stated),u,-7%,-17%,-32,x,50µM*
Cn1c(=O)c2c(nc(Br)n2Cc2ccccc2Cl)n(C)c1=O,u,u,8%,-29,7%,13%
O=c1oc(-c2cccc(S(=O)(=O)N3CCOCC3)c2)nc2ccccc12,20%,0%,0%,-9,-2%,11%
CCOc1ccc(C(=O)NC2CC3CCCC(C2)N3Cc2ccccc2)cc1 (configuration not stated),-5%,u,-5%,21,8%,6%
CCOC(=O)c1scc(-c2ccc(C)cc2)c1S(=O)(=O)Nc1cc(C)ccc1C,x,20%,x,-17,x,1%
CCN1C(=O)C(O)(C2COC(C)(C)CC2=O)c2cc(Br)ccc21 (configuration not stated),-8%,-8%,-10%,u,-1%,-11%
COCc1c(C(=O)N2CCN(Cc3ccc4c(c3)OCO4)CC2)oc2ccccc12,-8%,-21%,-16%,-28,x,-3%
Cc1ccc(SCc2nc(N)nc(Nc3ccccc3C)n2)c(C)c1,u,1%,-1%,-61*,-3%,-6%
CS(=O)(=O)c1ncc(Cl)c(C(=O)Nc2c(C(=O)Nc3ccccc3)oc3ccccc23)n1,x,13%,x,5,x,6%
COc1ccc(C2=C(C)C(N3CCC(C(=O)Nc4ccccc4F)CC3)=NS2(=O)=O)cc1,x,2%,x,-16,x,-2%
CCc1c(C)sc(NC(=O)c2cc(-c3cc(OC)ccc3OC)on2)c1C#N,u,0%,-1%,-68*,1%,3%
COc1cc(C2C(C#N)=C(N)Oc3cc(N)ccc32)cc(OC)c1OC (configuration not stated),-25%,-2%,-6%,-35,0%,-22%
O=C(CN(C1CCCCC1)S(=O)(=O)c1ccc(Cl)cc1)NCc1cccnc1,4%,-8%,14%,16,2%,9%
COCCN(C(=O)COC(=O)/C=C/c1nc2ccccc2s1)c1c(N)n(Cc2ccccc2)c(=O)[nH]c1=O,u,u,-7%,-3,x,2%
CSc1ccc(Cl)c(C(=O)N(C)CC(=O)Nc2ccc(N3CCOCC3)cc2)c1,-5%[8.37 µM],u,-18%,-16,x,-1%
